Compound activity (PubChem)
aSyn 5UTR inh = 5' untranslated region of α-synuclein, MLPCN primary screen; alpha-synuclein 5'UTR reporter, inhibitor activity; inhibition, % (tested at 7.5 µM); actives 0.82% (n = 300,000); AID 1813; in the data active = inhibition above about 60%;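 note: H4 neuroglioblastoma cells stably carrying SNCA 5'UTR luciferase fusion; 0% = DMSO wells and 100% = positive control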
PolyA inhibitor = inhibitors of polyadenylation in S. cerevisiae; actives 0.02% (n = 300,000); S. cerevisiae SKY197-pL101 polyadenylation reporter, beta-gal luminescence; efflux-impaired pdr1/pdr3 knockout yeast; score 100 = 6 SD above DMSO; calls only at 12 µM;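 active = lowest replicate activity score at least 50, where 100 means six control SD above control mean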;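 note: yeast exposed to compound for 9 h at 30 °C; higher score means more reporter readthrough which indicates perturbed polyadenylation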
KLF5 inhibitor = inhibitors of KLF5 expression. DLD-1 KLF5 promoter-luciferase reporter, luminescence. inhibition, % at 5 µM. actives 0.23% (n = 290,000). AID 1700;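 active = inhibition above a per-plate limit of that plate's mean compound inhibition plus 3 SD, cut at about 60% in these data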;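 note: 0% = DMSO wells and 100% = LY294002 at 200 µM; higher means less KLF5 promoter-driven luciferase light; inactives centre near -14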
HSF1 inhib = HSF1 inhibition; NIH3T3-HGL HSE-luciferase, MG132-induced, luminescence 8 h; stronger effect = lower value; activity change, negative = inhibition, % at 7.5 µM (by protocol); actives 0.77% (n = 300,000);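 active = more than half of replicate wells show activity change below -50%, luminescence cut by over half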;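 note: luciferase reports HSF-1 transcriptional activity via heat shock element; 0% = median of DMSO wells and -100% = zero luminescence signal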
GSK3B inh = human GSK3beta kinase inhibition; activity score (negative = inhibition), % at 10 µM; GST-GSK3beta kinase, ADP-Glo luminescence, 60 min; stronger effect = lower value; actives 0.038% (n = 300,000);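 active = more than half of replicate wells score below -50%, meaning over 50% inhibition versus plate controls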;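 note: 0% = median DMSO wells and -100% = median GW8510 positive control wells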
Target sequence (P49841 whole entry, looked up): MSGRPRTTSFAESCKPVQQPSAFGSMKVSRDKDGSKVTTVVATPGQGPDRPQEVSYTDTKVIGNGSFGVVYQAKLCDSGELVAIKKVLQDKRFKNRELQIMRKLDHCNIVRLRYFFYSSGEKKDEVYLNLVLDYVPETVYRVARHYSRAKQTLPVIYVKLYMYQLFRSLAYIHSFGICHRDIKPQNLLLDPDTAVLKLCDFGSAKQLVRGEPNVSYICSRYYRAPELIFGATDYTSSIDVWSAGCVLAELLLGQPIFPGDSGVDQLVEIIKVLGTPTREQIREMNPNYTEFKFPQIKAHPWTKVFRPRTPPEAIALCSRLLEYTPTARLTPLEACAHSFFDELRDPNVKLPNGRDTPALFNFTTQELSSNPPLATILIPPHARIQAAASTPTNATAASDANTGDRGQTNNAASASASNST
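Test system: GST-tagged human GSK3beta kinase, cell-free; evaluation: activity score scaled between in-plate DMSO and GW8510 controls; measured by: ADP-Glo luminescence; incubation: 60 min reaction, RT; benchmarks: DMSO and 20 µM GW8510; reagent: peptide substrate plus 25 µM ATP (final); medium: Tris/MgCl2 kinase buffer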
HSP90 refold inh = blocks HSP90-mediated luciferase refolding in reticulocyte lysate; actives 0.91% (n = 290,000); Rabbit reticulocyte lysate, luciferase refolding luminescence, 3 h; inhibition, % at 5.6 µM;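 active = inhibition above the screen-wide mean plus 3 SD, computed separately per campaign, cut at about 16% in these data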;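 note: 0% = DMSO wells and 100% = 60 µM geldanamycin wells; inhibitors lower the luminescence because luciferase stays unfolded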
IEC-6 cytotox = kills IEC-6 intestinal cells in KLF5 counter-screen | IEC-6 cytotoxicity, luminescence viability | inhibition, % at 5 µM | actives 0.78% (n = 290,000); in the data active = inhibition above about 22%;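 note: 0% = plate median of test compound wells and 100% = cytotoxic reference compound wells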
HSF1 activator = increases HSF-1 driven luciferase reporter signal; NIH3T3-HGL HSF-1 luciferase reporter, MG132, 8 h; 100% = twice DMSO control signal; activation, % at 9 µM; actives 1.7% (n = 300,000);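 active = mean replicate activation of at least 50% with a set share of replicates each reaching 50%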;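 note: 0% = median of the neutral control wells and 100% = twice that signal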
GSK3A inh = blocks human GSK-3 alpha kinase | actives 0.1% (n = 320,000) | P49840 | ADP-Glo luminescence, 60 min | inhibition, % at 10 µM;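 in the data active = inhibition above about 50%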;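 note: GST-tagged GSK-3 alpha with peptide substrate and 25 µM ATP; 0% = DMSO neutral wells and 100% = GW8510 positive control wells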
Target sequence (P49840 whole entry, looked up): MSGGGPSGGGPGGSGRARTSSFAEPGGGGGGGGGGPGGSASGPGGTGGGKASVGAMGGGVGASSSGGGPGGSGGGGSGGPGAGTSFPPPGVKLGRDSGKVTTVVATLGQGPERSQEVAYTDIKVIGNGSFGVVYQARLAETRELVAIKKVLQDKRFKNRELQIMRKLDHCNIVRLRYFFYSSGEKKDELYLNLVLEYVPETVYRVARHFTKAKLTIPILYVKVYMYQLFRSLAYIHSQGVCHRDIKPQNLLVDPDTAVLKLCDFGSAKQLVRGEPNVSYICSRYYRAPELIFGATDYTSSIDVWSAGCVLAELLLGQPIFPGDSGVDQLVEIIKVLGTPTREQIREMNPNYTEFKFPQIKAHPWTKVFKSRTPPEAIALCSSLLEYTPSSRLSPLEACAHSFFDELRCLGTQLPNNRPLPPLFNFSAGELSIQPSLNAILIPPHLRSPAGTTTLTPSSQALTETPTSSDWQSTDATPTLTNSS
AI-2 QS mod = modulates the Vibrio harveyi AI-2 quorum sensing system; Vibrio harveyi JMH597 AI-2 luminescence/OD600 ratio, 9 h; stronger effect = lower value; strain lacks LuxN and CqsS sensors; 0 = neutral-control median; activity change, % at 7.5 µM; AID 2094; actives 0.4% (n = 300,000); in the data active = activity change below about -75%, passing the limit was not always enough;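 note: luminescence divided by OD600 gain over 9 h not by final OD600 alone; inactives centre near 13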
* = called active by the depositor; i = inactive; / = not tested or not shown. These rows are one share of the data; count on the stated rates, not on these rows.

Screens by letter – A = aSyn 5UTR inh; B = PolyA inhibitor; C = KLF5 inhibitor; D = HSF1 inhib; E = GSK3B inh; F = HSP90 refold inh; G = IEC-6 cytotox; H = HSF1 activator; I = GSK3A inh; J = AI-2 QS mod
> Cc1cc(C)cc(-n2c(C)cc(C=C(C#N)C#N)c2C)c1
  A: 4	B: i	C: 0	D: 1	E: 1	F: -3	G: -1	H: -2	I: -1	J: 34
> CN(C1CCCCC1)S(=O)(=O)c1ccc2c(c1)c(=O)c(C(=O)N1CCc3ccccc3C1)cn2C
  A: -30	B: i	C: -24	D: 2	E: 0	F: -2	G: 3	H: 17	I: -3	J: 21
> O=[N+]([O-])c1ccc(N2CCN(c3ccc(O)cc3)CC2)cn1
  A: -36	B: i	C: 13	D: -4	E: 0	F: -2	G: 0	H: 6	I: -1	J: 11
> CSc1nc(NCc2ccccc2)c2c3c(sc2n1)CN(C)CC3
  A: -60	B: i	C: -30	D: -1	E: 0	F: 2	G: -1	H: -4	I: 2	J: 6
> COc1ccccc1Oc1ncnc2c1cnn2-c1ccccc1
  A: -115	B: i	C: -70	D: 22	E: 1	F: -7	G: 2	H: 17	I: -3	J: 3
> CCOc1ccc(NC(=O)C2CCCN(S(=O)(=O)c3cnc[nH]3)C2)cc1 (centres undefined)
  A: -40	B: i	C: 9	D: 3	E: 1	F: -3	G: 0	H: 27	I: -1	J: 21
> O=C(NC(Cc1ccccc1)C(=O)O)/C(=C\c1cccc([N+](=O)[O-])c1)NC(=O)c1ccco1 (centres undefined)
  A: 2	B: i	C: 11	D: -4	E: -2	F: 0	G: -1	H: 11	I: -1	J: -1
> Cc1ccc(S(=O)(=O)c2nc(-c3ccco3)oc2SCC(N)=O)cc1
  A: 12	B: i	C: -26	D: 1	E: -2	F: 2	G: -7	H: -4	I: -2	J: 7
> CCCn1c(=O)c(C(=O)NCc2ccc(OC)c(OC)c2)c(O)c2ccccc21
  A: 9	B: i	C: -19	D: -1	E: 2	F: 1	G: -2	H: 12	I: 0	J: 7
> CN1CCNC(=O)C1CC(=O)NCCc1ccccc1F (centres undefined)
  A: -17	B: i	C: -4	D: 2	E: 1	F: 3	G: -4	H: 29	I: 1	J: 4
> CCOC(=O)N1CCN(S(=O)(=O)c2cc(Br)cc3c2N(C(=O)CC)CC3)CC1
  A: 5	B: i	C: 15	D: -2	E: 4	F: 1	G: -2	H: 0	I: -2	J: 33
> O=S(=O)(c1ccc2c(c1)OCCO2)N1CCC(O)(c2ccc(Cl)cc2)CC1
  A: 6	B: i	C: -12	D: -3	E: -2	F: 4	G: 4	H: 6	I: 0	J: 18
> CCCN(CC(=O)Nc1ccccc1OC)C(=O)C1CCCC1
  A: -5	B: i	C: /	D: -1	E: 6	F: /	G: /	H: -8	I: -2	J: 17
> O=C(CN(Cc1ccco1)C(=O)CNS(=O)(=O)c1ccccc1)NC1CCCCC1
  A: -12	B: i	C: -1	D: -5	E: -3	F: 3	G: 4	H: 2	I: /	J: -3
> COc1ccc(C(=O)CCc2ccccc2)c(O)c1
  A: -107	B: i	C: /	D: 6	E: -2	F: /	G: /	H: 15	I: -3	J: -70
> COCCCNC(=O)CSc1nc2ccccc2c(=O)n1CCCC(=O)NCC1CCCO1 (centres undefined)
  A: 16	B: i	C: 20	D: -2	E: 3	F: 0	G: 1	H: -6	I: -2	J: 11
> N#CC1=C(N)Oc2cc(O)ccc2C1C1CCCCC1 (centres undefined)
  A: -66	B: i	C: 20	D: -1	E: 1	F: 1	G: 19	H: 13	I: -2	J: 37
> O=[N+]([O-])c1cccc(N(CC2CO2)S(=O)(=O)c2ccccc2)c1 (centres undefined)
  A: -4	B: i	C: -17	D: 13	E: -4	F: 4	G: 8	H: 30	I: 0	J: 12
> CC(=O)Nc1sc(/C(C#N)=C/c2ccc(Cl)c(Cl)c2)nc1-c1ccc(C)cc1
  A: 5	B: i	C: -16	D: 2	E: -1	F: -5	G: 6	H: 10	I: /	J: 4
> CCOc1ccccc1N(CC(=O)N(C)Cc1ccccc1)S(=O)(=O)c1ccccc1
  A: 4	B: i	C: -18	D: -2	E: -17	F: 1	G: -2	H: -3	I: 0	J: -5
> COc1cccc(OCCCn2ccnc2)c1
  A: -1	B: i	C: -20	D: 8	E: 3	F: -1	G: 3	H: 14	I: -4	J: 28
> CCCCS(=O)(=O)N1CN(S(=O)(=O)CCCC)C2NC(=O)NC21 (centres undefined)
  A: -6	B: i	C: -16	D: 22	E: 1	F: -4	G: -9	H: 36	I: -2	J: 3
> Cc1nnc(NC(=O)CSc2nc3c(c(=O)n2CCc2ccccc2)SC(C)C3)s1 (centres undefined)
  A: 1	B: i	C: -16	D: 3	E: 0	F: -4	G: 3	H: -7	I: 2	J: 26
> CCC(CC)C(=O)c1c[nH]c(C(=O)NCc2cccnc2)c1
  A: -15	B: i	C: -11	D: 0	E: 0	F: 1	G: -3	H: 8	I: 0	J: 5
> CCOC(=O)N1CCC(NC(=O)c2ccc3c(c2)ncn3C2CCCC2)CC1
  A: 3	B: i	C: -42	D: 4	E: 3	F: 5	G: -3	H: 19	I: -2	J: 12
> O=C(O)c1ccccc1/C=N/NC(=O)C1CCCCC1
  A: -22	B: i	C: -10	D: -1	E: 1	F: 0	G: -6	H: 3	I: -2	J: 15
> CCOc1cc(N2CCOCC2)c(OCC)cc1NC(=O)c1oc2ccccc2c1C
  A: 5	B: i	C: -22	D: -1	E: -2	F: -2	G: 6	H: -1	I: -6	J: 9
> CCOc1ccc(C2CC(c3cccc(C)c3)n3ncnc3N2)cc1 (centres undefined)
  A: 32	B: i	C: -46	D: -27	E: 0	F: -2	G: -3	H: -39	I: 1	J: -22
> O=C(CSc1nccn(-c2ccc3c(c2)OCCO3)c1=O)Nc1ccccc1
  A: -18	B: i	C: /	D: -14	E: 4	F: /	G: /	H: -22	I: /	J: 44
> CCN(/C(N)=N/c1nc(C)cc(C)n1)c1ccccc1
  A: -5	B: i	C: -16	D: -8	E: /	F: 2	G: 1	H: -16	I: 0	J: /

Rewritten in markdown: entries from further up.
| Structure | aSyn 5UTR inh | PolyA inhibitor | KLF5 inhibitor | HSF1 inhib | GSK3B inh | HSP90 refold inh | IEC-6 cytotox | HSF1 activator | GSK3A inh | AI-2 QS mod |
| --- | --- | --- | --- | --- | --- | --- | --- | --- | --- | --- |
| CCOC(=O)N1CCN(S(=O)(=O)c2cc(Br)cc3c2N(C(=O)CC)CC3)CC1 | 5 | i | 15 | -2 | 4 | 1 | -2 | 0 | -2 | 33 |
| CCCN(CC(=O)Nc1ccccc1OC)C(=O)C1CCCC1 | -5 | i | / | -1 | 6 | / | / | -8 | -2 | 17 |
| Cc1nnc(NC(=O)CSc2nc3c(c(=O)n2CCc2ccccc2)SC(C)C3)s1 (centres undefined) | 1 | i | -16 | 3 | 0 | -4 | 3 | -7 | 2 | 26 |
| COc1cccc(OCCCn2ccnc2)c1 | -1 | i | -20 | 8 | 3 | -1 | 3 | 14 | -4 | 28 |

Two of the compounds above, as comma-separated lines.
structure,aSyn 5UTR inh,PolyA inhibitor,KLF5 inhibitor,HSF1 inhib,GSK3B inh,HSP90 refold inh,IEC-6 cytotox,HSF1 activator,GSK3A inh,AI-2 QS mod
CCOc1cc(N2CCOCC2)c(OCC)cc1NC(=O)c1oc2ccccc2c1C,5,i,-22,-1,-2,-2,6,-1,-6,9
CCC(CC)C(=O)c1c[nH]c(C(=O)NCc2cccnc2)c1,-15,i,-11,0,0,1,-3,8,0,5

(continued)
Screens by letter – A = aSyn 5UTR inh; B = PolyA inhibitor; C = KLF5 inhibitor; D = HSF1 inhib; E = GSK3B inh; F = HSP90 refold inh; G = IEC-6 cytotox; H = HSF1 activator; I = GSK3A inh; J = AI-2 QS mod
> C/C(=N\NS(=O)(=O)c1cccc([N+](=O)[O-])c1)c1cccnc1
  A: -12	B: i	C: 3	D: -6	E: 4	F: 1	G: 2	H: 3	I: -2	J: 15
> Cc1cc(C)c(NC(=O)C2CCN(C(=O)c3ccco3)CC2)c(C)c1
  A: 5	B: i	C: -15	D: -3	E: 0	F: -1	G: -4	H: 16	I: -2	J: 28
> O=C(O)c1cc(-c2cc3ccccc3o2)nn1-c1ccccc1
  A: 12	B: i	C: -7	D: 0	E: 2	F: 3	G: 3	H: 16	I: -3	J: 13
> CCC(C)n1c(=S)[nH]c2c(sc3ccc([N+](=O)[O-])cc32)c1=O (centres undefined)
  A: -17	B: i	C: -19	D: -9	E: -1	F: 8	G: 4	H: -5	I: -3	J: 25
> O=C(N1CCOCC1)N1c2ccccc2Sc2ccccc21
  A: 4	B: i	C: 10	D: 15	E: -3	F: 3	G: 4	H: -2	I: 1	J: 7
> Cc1cccc(NS(=O)(=O)Cc2ccccc2)c1C
  A: -26	B: /	C: -65	D: 12	E: -4	F: -1	G: -6	H: 13	I: 4	J: 5
> Cn1cc([C@@H]2C[C@H]3CN(Cc4cccc(Cl)c4)C(=O)[C@]34CCCN24)c2ccccc21
  A: 2	B: i	C: -26	D: 1	E: -3	F: -1	G: 2	H: 5	I: 0	J: 31
> COc1cc(Br)ccc1C1CC(=O)C(C)C(c2ccc(Br)cc2OC)N1 (centres undefined)
  A: 6	B: i	C: -20	D: -7	E: 1	F: 4	G: 0	H: 6	I: -1	J: 13
> O=[N+]([O-])c1ccc2nnn(O)c2c1
  A: 1	B: i	C: -16	D: -9	E: 5	F: 3	G: -1	H: -6	I: -2	J: 10
> CCCn1c(-c2ccc(C(=O)OC)cc2)nc2c1c(=O)[nH]c(=O)n2Cc1ccccc1
  A: 5	B: i	C: 13	D: -6	E: 0	F: 0	G: 3	H: 1	I: -1	J: 4
> COc1cc2c(=O)n(CC3CCCO3)c(=O)n(CC(=O)Nc3ccccc3)c2cc1OC (centres undefined)
  A: 4	B: i	C: -6	D: -5	E: 0	F: 3	G: 14	H: 0	I: 0	J: 23
> COc1cccc(NC(=O)N2CCC(N3CCCCC3)CC2)c1
  A: -1	B: i	C: -9	D: /	E: 1	F: 2	G: 4	H: /	I: /	J: 8
> Oc1ccccc1/C=N/n1cnnc1
  A: 7	B: i	C: 9	D: -3	E: 0	F: 4	G: 0	H: 1	I: 2	J: 7
> CC(C)C(=O)Nc1ccc2c(c1)nc(CCN1CCN(c3ccccn3)CC1)n2C
  A: 6	B: i	C: -20	D: 3	E: -4	F: -5	G: -3	H: 9	I: -4	J: 14
> O=C(OCC1CC(c2ccccc2Cl)=NO1)c1ccc(Br)cc1 (centres undefined)
  A: 11	B: i	C: 13	D: -5	E: 2	F: 2	G: -3	H: 0	I: 1	J: 6
> CCN(CC)c1ccc(NC(=O)Cn2c(C(C)NC(=O)c3ccc(C)cc3)nc3ccccc32)cc1 (centres undefined)
  A: -16	B: i	C: -15	D: 2	E: -2	F: -4	G: -2	H: 6	I: /	J: -3
> CCCCC(=O)Nc1ccccc1N1CCOCC1
  A: 22	B: i	C: 1	D: -3	E: -6	F: 4	G: -3	H: -12	I: -2	J: 14
> CCNC(=O)N1C(=O)C2(OCCO2)c2cc(Br)ccc21
  A: 23	B: i	C: -1	D: -10	E: -4	F: -4	G: -2	H: -26	I: 0	J: 4
